Compound activity as filed in PubChem BioAssay.
A549 tox = A549 cytotoxicity, counter-screen for Nrf2 inhibitors | A549 ARE-Fluc cells, CellTiter-Fluor viability, 18-24 h | Potency, µM (series often up to 46 µM), without a hit: at the highest dose activity change, negative = cytotoxicity, usual class: inhibitors | 390,000 compounds, 0.16% hits; further: potency means the concentration at half of the fitted maximal effect; on the % scale 0 is the no-effect control and ±100 the full control effect
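Cytotoxicity counterscreen: CellTiter-Fluor fluorescence was measured in A549 ARE_Fluc cells after 18-24 h of compound exposure in a concentration series. The subsequent BugLite luminescent read reports ARE-luciferase activity.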
S2 tox = viability counter-screen for ATXN expression inhibitors. S2 cells (HEK-293 line with an ATXN2-luciferase reporter) viability, CellTiter-Fluor protease fluorescence, 24 h. 400,000 compounds, 0.49% hits. AID 651635. Potency, µM (doses to about 56.7 µM), actives largely listed as cytotoxic; further: potency means the concentration at half of the fitted maximal effect; nearly all actives have a fitted effect of over 40% in size
EPAC2 agonist = EPAC2 (human) agonism; 360,000 compounds, 0.079% hits; Potency, µM (titrated, usually from 154 µM), without a hit: top-dose activation, actives largely listed as activators; Q8WZA2; EPAC2 activation, biochemical qHTS; response scale: 100% = 6.5 mM cAMP response; further: potency means the concentration at half of the fitted maximal effect; nearly all actives have a fitted effect of over 50% in size
Target sequence (Q8WZA2 whole entry, looked up): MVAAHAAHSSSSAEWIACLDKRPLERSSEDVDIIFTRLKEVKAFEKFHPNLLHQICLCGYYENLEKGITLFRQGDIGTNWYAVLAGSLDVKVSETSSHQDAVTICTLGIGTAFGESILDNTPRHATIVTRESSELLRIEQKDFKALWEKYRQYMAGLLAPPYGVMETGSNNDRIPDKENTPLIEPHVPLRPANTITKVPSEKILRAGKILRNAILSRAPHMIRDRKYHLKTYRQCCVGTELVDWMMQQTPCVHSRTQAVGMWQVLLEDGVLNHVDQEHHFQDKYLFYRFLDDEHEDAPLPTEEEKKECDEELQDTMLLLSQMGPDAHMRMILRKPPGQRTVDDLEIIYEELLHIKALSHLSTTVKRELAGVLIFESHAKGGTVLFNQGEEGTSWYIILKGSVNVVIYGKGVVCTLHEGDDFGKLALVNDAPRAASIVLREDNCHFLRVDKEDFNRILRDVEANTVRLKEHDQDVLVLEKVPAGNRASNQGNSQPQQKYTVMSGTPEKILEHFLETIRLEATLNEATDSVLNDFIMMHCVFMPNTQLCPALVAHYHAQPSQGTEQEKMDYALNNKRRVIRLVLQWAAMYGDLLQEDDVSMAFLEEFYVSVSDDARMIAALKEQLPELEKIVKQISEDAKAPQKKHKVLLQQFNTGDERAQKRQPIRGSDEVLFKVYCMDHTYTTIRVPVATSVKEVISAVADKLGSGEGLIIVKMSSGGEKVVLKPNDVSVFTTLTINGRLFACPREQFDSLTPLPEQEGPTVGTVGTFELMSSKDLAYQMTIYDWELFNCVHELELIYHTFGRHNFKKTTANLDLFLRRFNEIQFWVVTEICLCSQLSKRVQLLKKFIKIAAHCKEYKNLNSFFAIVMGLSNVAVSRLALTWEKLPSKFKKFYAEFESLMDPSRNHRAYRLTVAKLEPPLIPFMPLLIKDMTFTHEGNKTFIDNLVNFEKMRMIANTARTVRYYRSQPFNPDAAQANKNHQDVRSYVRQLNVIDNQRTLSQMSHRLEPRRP
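Exchange assay: 100 nM EPAC2 with 250 nM Rap1B-BODIPY-GDP and 50 uM GDP. Fluorescence (ex 480/em 540 nm) read every 5 min for 30 min at room temperature. Data normalized to 6.5 mM cAMP as agonist control.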
Nrf2 inh = inhibitors of Nrf2 signaling; A549 ARE-Fluc reporter, luciferase luminescence, 18-24 h; Potency, µM (highest dose often 46 µM), inactives show top-dose activity change, negative = inhibition, most hits filed as inhibitors; 360,000 compounds, 2.1% hits; further: potency means the concentration at half of the fitted maximal effect; on the % scale 0 is the no-effect control and ±100 the full control effect; nearly all actives have a fitted effect of over 60% in size
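In this cell-based qHTS, ARE-driven firefly luciferase in A549 cells reports Nrf2 activity; the luminescent signal after BugLite lysis is the measured value, with a prior CellTiter-Fluor read for cell health.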
ATXN2 expr inh = ATXN2 expression inhibition. HEK-293 ATXN2-luciferase reporter, luminescence, 24 h. Potency, µM (series often up to 57 µM), for inactives: top-dose activity change, negative = inhibition, hits mostly inhibitors. 360,000 compounds, 0.72% hits; further: potency means the concentration at half of the fitted maximal effect; on the % scale 0 is the no-effect control and ±100 the full control effect; nearly all actives have a fitted effect of over 55% in size
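qHTS (up to 57 uM final) was run with 24 h compound exposure of reporter cells at 37 °C. Each well was multiplexed: SteadyGlo luminescence measured ATXN2-luciferase expression after a fluorogenic Gly-Phe-AFC viability readout (25 uM final).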
HepG2 tox = counter-screen for TGF-b inhibitors: cytotoxicity in HepG2 cells; AID 588856; 410,000 compounds, 0.76% hits; HepG2 CAGA-GFP viability, ATP luminescence, 18 h; Potency, µM (top dose mostly 46.1 µM), for inactives: at the highest dose activity change, negative = cytotoxicity, hits mostly cytotoxic; further: potency means the concentration at half of the fitted maximal effect; some results filed as inactive show a strong effect at the top dose
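HepG2 CAGA-GFP cells (1000/well, DMEM with 1% FBS) received compound, then TGF-beta at 500 pg/mL final, and were incubated 18 hours at 37 degrees C. Viability was read by CellTiter-Glo luminescence. Media-only wells were set as complete cell-killing and DMSO as no toxicity.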
TGFb inhibitor = inhibitors of TGF-b signaling; 410,000 compounds, 1.2% hits; Potency, µM (series often up to 46.1 µM), inactives show at the highest dose activity, negative = inhibition, usual class: inhibitors; HepG2 CAGA-GFP TGF-b/SMAD3 reporter, GFP fluorescence, 18 h; TGF-beta stimulated, 500 pg/mL final; further: potency means the concentration at half of the fitted maximal effect; on the % scale 0 is the no-effect control and ±100 the full control effect; nearly all actives have a fitted effect of over 65% in size
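HEPG2 CAGA-GFP cells (1000/well, DMEM with 1% FBS) were pre-incubated 2 h at 37 degrees C, given compound by pin tool, then stimulated with TGF-beta at 500 pg/mL final for 18 h before per-cell GFP fluorescence imaging.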
Nrf2 ARE act = activates Nrf2 signaling | Potency, µM (doses to about 46.1 µM), inactives show at the highest dose activation, actives largely listed as activators | AREc32 ARE-luciferase reporter (MCF7-derived line), luminescence, 24 h | 410,000 compounds, 0.31% hits | AID 624171; further: potency means the concentration at half of the fitted maximal effect; % of control where 0% means no effect; nearly all actives have a fitted effect of over 65% in size
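AREc32 cells carrying an ARE-driven firefly luciferase, 1000 cells/well in OPTI-MEM with 5% FBS, dosed after overnight attachment and incubated 24 hr at 37 deg C. Steady-Glo luminescence read after 30 min at RT.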
IL2 activator = IL-2 activation | IL-2 activation reporter assay, cell-based qHTS; stimulated with anti-CD3/CD4/CD28 beads; in transgenic mouse T cells | activation, % (series mostly up to about 46 µM) | 360,000 compounds, 0.065% hits | AID 652025; in the data active means activation above about 50%; inconclusive means mostly about 30% to 49%; further: 0% is about no effect
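Readout: EGFP and DsRed signals by fluorescent plate cytometry. Unstimulated transgenic mouse T cells received compound 60 min before antibody-bead stimulation, then incubated 18 h at 37 degrees C.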
* hit, by the source's call; i = inactive; ? = inconclusive; · = no result given; [ ] = another dose, or the depositor's remark. Unless noted, the call rests on the fitted dose curve; in most records, active means well fitted curve in the direction sought with a large enough effect; inconclusive means small, poorly fitted or top-dose-only effect, or another doubt; inactive means no such curve, though single readings can be large; an effect the other way counts as inactive or inconclusive.

Abbreviations – A = A549 tox; B = S2 tox; C = EPAC2 agonist; D = Nrf2 inh; E = ATXN2 expr inh; F = HepG2 tox; G = TGFb inhibitor; H = Nrf2 ARE act; I = IL2 activator
CCOc1cccc(NCc2cc3c(C(C)(C)C)nn(-c4ccccc4)c3[nH]c2=O)c1
  A = ?	B = i	C = 7%	D = 21µM*	E = -3%	F = -32%	G = ?	H = 23%	I = -2.2

COc1cc(NC(=O)CC(C)n2ccnc2)cc(OC)c1 (stereo not given)
  A = 2%	B = i	C = 6%	D = ?	E = -14%	F = 15%	G = 0%	H = 0.2%	I = 0.3

O=C(c1ccccc1/S(=N/S(=O)(=O)c1ccccc1)N1CCOCC1)N1CCOCC1 (stereo not given)
  A = -4%	B = i	C = 6%	D = -3%	E = 2%	F = -31%	G = 0%	H = 0.3%	I = -1.5

Cc1cccc2nc3c(nc12)-c1ccccc1C3=O
  A = 5%	B = i	C = 7%	D = ?	E = 7%	F = 5%	G = -2%	H = ?	I = 1.4

COc1ccc(NC(=O)CC2C(=O)N(c3cccc(OC)c3)C(=O)N2CCC(C)C)cc1 (stereo not given)
  A = -19%	B = i	C = 7%	D = -5%	E = -9%	F = -4%	G = -6%	H = 0.2%	I = 2.3

COc1ccc(-c2ccc(C(=O)Nc3ccc(OC)nc3)c3occc23)c(C)c1
  A = ·	B = ?	C = 19%	D = ·	E = ?	F = -18%	G = 13%	H = -0.6%	I = -0.8

CC(C)(C)C1CCc2onc(C(=O)Nc3sc4c(c3C#N)CCCC4)c2C1 (stereo not given)
  A = 1%	B = i	C = ·	D = 14%	E = -2%	F = -4%	G = 1%	H = 5.9%	I = ·

Cc1cc(C(=O)Cn2nnc3ccccc3c2=O)c(C)n1-c1c(C)n(C)n(-c2ccccc2)c1=O
  A = 1%	B = i	C = 8%	D = -4%	E = -5%	F = 3%	G = 21%	H = -0.7%	I = -0.3

Cc1ccc(N=Cc2nc(-c3ccc(C)cc3)oc2O)cc1
  A = -8%	B = i	C = 2%	D = 5%	E = ·	F = -15%	G = -3%	H = 0.5%	I = -0.4

Cc1cc2oc3ccc(NCCC4CCCN4C)cc3c(=O)c2cc1C (stereo not given)
  A = -8%	B = i	C = 24%	D = 16%	E = ?	F = 10µM*	G = ?	H = -4.8%	I = -0.7

CCc1c(C)c2cc(Cl)c(O)c(CN3CCCC3)c2oc1=O
  A = 24%	B = ·	C = -1%	D = -19%	E = 4%	F = 2%	G = 9%	H = 1.8%	I = 0.3

N#Cc1cc(-c2ccccc2)nn1-c1ccccc1
  A = -3%	B = i	C = -3%	D = ?	E = 27%	F = -2%	G = 10%	H = 12%	I = -3.6

Cc1cccc(C)c1NC(=O)C(C)N1CCCC1 (stereo not given)
  A = -1%	B = i	C = 0%	D = -9%	E = -25%	F = -3%	G = 0%	H = -0.5%	I = 0.2

COc1ccc(CNc2ccc(C)c(C)c2)cc1
  A = 0%	B = i	C = 3%	D = 0%	E = -17%	F = 18%	G = -5%	H = -0.2%	I = 0.0

O=S(=O)(/N=C(/c1ccc(Cl)cc1)N1CCOCC1)c1ccc(Cl)cc1
  A = 2%	B = i	C = 3%	D = ·	E = -5%	F = 13%	G = -23%	H = -0.4%	I = -1.5

COc1ccc(C(Sc2ccccc2)c2ccccc2)cc1OC (stereo not given)
  A = 19%	B = i	C = 4%	D = -9%	E = -2%	F = -29%	G = ?	H = 4.5%	I = 0.3

NC(=O)CC(NC(=O)Cc1ccc(Br)cc1)c1ccc(NCCc2cccc(F)c2)c([N+](=O)[O-])c1 (stereo not given)
  A = -8%	B = i	C = 5%	D = -5%	E = -7%	F = 1%	G = 3%	H = 0.4%	I = -0.2

O=c1oc(/C=C/c2ccc([N+](=O)[O-])s2)nc2ccccc12
  A = 0%	B = ?	C = 1%	D = 4%	E = ·	F = -2%	G = 3%	H = ?	I = -1.1

CC1CCN(S(=O)(=O)N2CCC(C(=O)N3CCC(N(C)CC4CCCO4)CC3)CC2)CC1 (stereo not given)
  A = -1%	B = ?	C = 0%	D = 13%	E = -4%	F = 0%	G = 4%	H = -1.1%	I = -2.0

N#Cc1c(-c2ccco2)nc(SCC(=O)Nc2cccc(Cl)c2)[nH]c1=O
  A = -3%	B = i	C = -14%	D = 10%	E = -5%	F = -1%	G = -7%	H = 0.5%	I = -2.6

Cc1ccc(-n2nc3c(c2NC(=O)c2ccccc2)CS(=O)(=O)C3)cc1C
  A = 0%	B = i	C = 3%	D = 6%	E = 18%	F = -3%	G = -2%	H = -0.1%	I = -0.6

CC(=O)Nc1ccc(NC(=O)c2cc(=O)c3cc(C)c(C)cc3o2)cc1
  A = 4%	B = i	C = 10%	D = ?	E = ·	F = -18%	G = 0%	H = 0.0%	I = 0.8

N#Cc1c(-c2ccccc2)[nH]c(=O)[nH]c1=O
  A = 0%	B = i	C = 16%	D = ?	E = 0%	F = -3%	G = 0%	H = 0.5%	I = 1.6

COc1ccc(-c2cc(C(=O)OCC(=O)c3ccc(C)c([N+](=O)[O-])c3)c3ccccc3n2)cc1
  A = -5%	B = i	C = -8%	D = -15%	E = -1%	F = -4%	G = 14%	H = 2.2%	I = 1.0

COc1ccc(C2(C(=O)NCCc3ccccc3)CCCC2)cc1
  A = 0%	B = ?	C = 4%	D = -14%	E = ·	F = -3%	G = -4%	H = -0.8%	I = -0.9

Cc1oc(-c2ccc(Cl)cc2)nc1CSCC(=O)NCc1ccccc1Cl
  A = -3%	B = ·	C = ·	D = ·	E = ·	F = -25%	G = ?	H = 0.1%	I = ·

CC(=O)Nc1ccc2nc(NC(=O)C(Cl)(Cl)Cl)sc2c1
  A = -6%	B = i	C = 4%	D = ?	E = 29%	F = -37%	G = -19%	H = 11%	I = -4.4

COc1ccc(F)cc1S(=O)(=O)N1CCN(c2ccccn2)CC1
  A = 3%	B = i	C = -4%	D = -1%	E = -3%	F = 3%	G = -2%	H = -0.5%	I = -0.1

Cc1cc(C)c2cc(C#N)c(SCC(=O)Nc3cc(C)on3)nc2c1
  A = -7%	B = ·	C = -4%	D = -5%	E = -16%	F = 7%	G = -3%	H = -0.6%	I = 10

CCOC(=O)C1(Cc2ccccc2C)CCCN(Cc2cc(OC)c(O)c(OC)c2)C1 (stereo not given)
  A = -2%	B = i	C = 4%	D = 5%	E = -18%	F = -29%	G = -12%	H = 5.3%	I = -0.1

Cc1ccc(Cl)c(NC(=O)COC(=O)C2CCC2)c1Cl
  A = -2%	B = ?	C = 4%	D = 2%	E = -13%	F = 9%	G = 2%	H = -0.5%	I = 3.0

O=C(O)Cn1ccnc1
  A = -1%	B = i	C = 10%	D = 2%	E = -4%	F = 9%	G = 25%	H = -0.5%	I = 1.9

COc1ccccc1Cc1c(-c2ccc(OC)c(OC)c2)nc2c(Cl)cc(C(F)(F)F)cn12
  A = ·	B = i	C = 5%	D = ·	E = 33%[activator]	F = ·	G = ·	H = 7.8%	I = -1.1

CCOC(=O)/C(=N\Nc1cccc(Cl)c1)Sc1nnc(-c2ccc(OC)cc2)n1C
  A = -1%	B = i	C = -6%	D = 24%	E = 7%	F = -3%	G = ?	H = -0.1%	I = 0.9

CCOC(=O)N=Nc1c2ccccc2c2nc3no[nH]c3nc12
  A = 0.92µM*	B = ·	C = -11%	D = 0.65µM*	E = ?	F = 0.79µM*	G = 0.71µM*	H = -2.9%	I = -0.8

Cc1cc(OC(C)C(N)=O)nc(-c2ccccc2)n1 (stereo not given)
  A = 2%	B = i	C = -5%	D = -1%	E = 5%[11.3 µM]	F = 11%	G = 6%	H = 0.3%	I = -2.9

CN(C(=O)CSc1nnnn1C)C1(C#N)CCCCC1
  A = -1%	B = i	C = 6%	D = 2%	E = 6%	F = 11%	G = 5%	H = -0.8%	I = 0.4

COc1cccc2c1-c1c(O)cccc1C2=O
  A = 2%	B = i	C = 12%	D = 13%	E = ·	F = -1%	G = 15%	H = -0.9%	I = -1.5

NC1=NC(=O)CC(C(=O)Nc2cccc3ccccc23)S1 (stereo not given)
  A = 9%	B = i	C = 0%	D = -9%	E = 12%	F = -5%	G = 4%	H = 4.4%	I = 0.1

COc1ccccc1CN1CCN(Cc2cc(OC)c(OC)cc2OC)CC1
  A = -5%	B = i	C = 7%	D = 5%	E = ·	F = -8%	G = 0%	H = -0.1%	I = -0.4

CCOC(=O)C1=C(N)OC(C)=C(C#N)C1c1ccco1 (stereo not given)
  A = 1%	B = i	C = -5%	D = 0%	E = 4%	F = -8%	G = ?	H = 3.8%	I = 1.8

CCn1nc(NC(=O)C(C)C)c2cc3ccc(C)cc3nc21
  A = 0%	B = i	C = -8%	D = -25%	E = -2%	F = -7%	G = 0%	H = -0.9%	I = 0.2

CN(Cc1ccccc1)C(=O)CSc1nc2ccsc2c(=O)n1-c1ccc(F)cc1
  A = -17%	B = ·	C = ·	D = ·	E = ·	F = 9%	G = -19%	H = 3.2%	I = ·

Structures above with a tert-butyl group (two):
Abbreviations – A = A549 tox; B = S2 tox; C = EPAC2 agonist; D = Nrf2 inh; E = ATXN2 expr inh; F = HepG2 tox; G = TGFb inhibitor; H = Nrf2 ARE act; I = IL2 activator
CCOc1cccc(NCc2cc3c(C(C)(C)C)nn(-c4ccccc4)c3[nH]c2=O)c1
  A = ?	B = i	C = 7%	D = 21µM*	E = -3%	F = -32%	G = ?	H = 23%	I = -2.2

CC(C)(C)C1CCc2onc(C(=O)Nc3sc4c(c3C#N)CCCC4)c2C1 (stereo not given)
  A = 1%	B = i	C = ·	D = 14%	E = -2%	F = -4%	G = 1%	H = 5.9%	I = ·
